eLon inh: inhibitors of E. coli Lon protease, primary screen, biochemical, fluorescence polarization | P0A9M0 | purified E. coli Lon protease | inhibition, % at 7.94 µM | hit rate 0.42% among 360,000 | AID 602123, 2011; in the data active = inhibition above about 13%, passing the limit was not always enough;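 note: 0% = enzyme with probe and DMSO and 100% = no enzyme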
Target sequence (P0A9M0 whole entry, looked up): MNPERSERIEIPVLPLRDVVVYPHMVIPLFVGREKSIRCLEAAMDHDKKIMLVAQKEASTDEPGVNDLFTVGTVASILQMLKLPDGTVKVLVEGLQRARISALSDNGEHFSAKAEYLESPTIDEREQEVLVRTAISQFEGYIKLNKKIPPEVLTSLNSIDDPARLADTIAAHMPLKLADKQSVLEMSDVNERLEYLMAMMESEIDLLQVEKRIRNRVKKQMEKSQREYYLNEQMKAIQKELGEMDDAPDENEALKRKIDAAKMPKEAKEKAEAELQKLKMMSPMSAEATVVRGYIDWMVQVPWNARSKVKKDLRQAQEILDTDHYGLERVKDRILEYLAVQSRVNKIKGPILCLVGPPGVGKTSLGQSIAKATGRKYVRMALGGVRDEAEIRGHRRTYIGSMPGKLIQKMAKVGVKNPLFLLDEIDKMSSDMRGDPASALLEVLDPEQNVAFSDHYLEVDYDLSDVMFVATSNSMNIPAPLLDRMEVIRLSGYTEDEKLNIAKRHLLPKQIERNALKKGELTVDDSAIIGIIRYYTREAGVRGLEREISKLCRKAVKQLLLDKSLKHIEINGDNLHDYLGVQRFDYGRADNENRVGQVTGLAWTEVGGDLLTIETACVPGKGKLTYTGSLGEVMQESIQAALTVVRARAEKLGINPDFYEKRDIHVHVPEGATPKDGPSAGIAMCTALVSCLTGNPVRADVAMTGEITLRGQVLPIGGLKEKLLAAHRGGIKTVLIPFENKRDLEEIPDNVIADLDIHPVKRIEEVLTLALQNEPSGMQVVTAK
MsrA inh: bovine MsrA enzyme inhibitors, primary screen, biochemical, absorbance, HTS; hit rate 0.75% among 360,000; Methionine sulfoxide reductase A (Bos taurus); inhibition, % at 15.5 µM; AID 651718, 2012; purified bovine MsrA, absorbance read-out; in the data active = inhibition above about 4.5%;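 note: 0% = vehicle wells with enzyme and 100% = reference inhibitor wells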
MsrA act: bovine MsrA enzyme activators, primary screen, biochemical, absorbance, HTS. Methionine sulfoxide reductase A (Bos taurus). purified bovine MsrA, absorbance read-out. activation, % at 10.6 µM. hit rate 0.3% among 360,000. AID 602163, 2012; in the data active = activation above about 7.5%;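 note: 0% = vehicle and 100% = reference activator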
LMPTP block: LMPTP phosphatase inhibitors, primary screen, biochemical, fluorescence intensity, uHTS; Low molecular weight phosphotyrosine protein phosphatase (Homo sapiens), P24666; recombinant LMPTP-A, OMFP fluorogenic substrate; inhibition, % at 20 µM; hit rate 0.22% among 360,000; AID 651560, 2012;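 active = compounds that cut the enzyme signal by at least half of the control window in the single-dose screen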;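 note: plate controls were DMSO wells with enzyme plus substrate for no effect and substrate without enzyme for full effect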
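Assay system: LMPTP-A enzyme. Input: 0.625 nM LMPTP-A final. Probe or stimulus: 400 µM OMFP. Compound dosing: single 20 µM dose. Schedule: 50 min dark incubation at room temperature. Detection: fluorescence intensity of OMFP turnover product. Read-out: percent inhibition versus substrate-only and uninhibited controls. Benchmarks: no-enzyme low control, uninhibited high control.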
STEP block: STEP phosphatase inhibitors, primary screen, biochemical, fluorescence intensity, uHTS; Tyrosine-protein phosphatase non-receptor type 5 (Homo sapiens), P54829; recombinant STEP, OMFP fluorogenic substrate; inhibition, % at 20 µM; hit rate 0.25% among 360,000;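 active = inhibition at 20 µM, scaled per plate between control wells, above about 37%, limit read from the data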;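 note: 0% = DMSO with enzyme and substrate and 100% = substrate only without enzyme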
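System: isolated STEP enzyme; schedule: 20 min enzyme reaction at room temperature, protected from light; medium: Bis-Tris buffer pH 6.0, 2.5 mM DTT, 0.005% Tween 20; signal: fluorescence, 480/540 nm; dosing: single compound dose of 20 µM, 1% DMSO final; also added: OMFP substrate, 25 µM final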
Tb MetRS inh: T. brucei MetRS inhibitors, primary screen, biochemical, luminescence | purified T. brucei MetRS, ATP depletion, Kinase-Glo luminescence | inhibition, % at 11.9 µM | hit rate 0.4% among 360,000 | AID 624268, 2012;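 active = inhibition above a per-plate cutoff of the control wells' mean inhibition plus 3 SD, cut at about 5.5% in these data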;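 note: 0% = DMSO wells median and 100% = median of wells with control inhibitor compound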
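Measured by: Kinase-Glo luciferase luminescence reporting remaining unconsumed ATP. Material: purified T. brucei MetRS enzyme. Doses: 11.9 µM compound single dose, 0.9% DMSO. Medium: HEPES buffer containing pyrophosphatase, BSA, spermine, DTT. Times: 15 min preincubation, 2 h reaction, all 25 °C. Reagent: methionine, ATP and bulk E. coli tRNA.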
CendR NRP1 mod: modulators of CendR peptide binding to NRP-1, primary screen, biochemical, fluorescence polarization, uHTS. FAM-RPARPAR peptide binding to NRP-1. AID 602438, 2012. Neuropilin-1 (Homo sapiens), O14786. inhibition, % at 25 µM. hit rate 0.85% among 360,000;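 active = inhibition or corrected inhibition above about 18%, plus a signal ratio from 0.5 to 1.5, limit read from the data, passing the limit was not always enough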; note: strong numbers were not always called active
SUMO1 PPI mod: modulators of SUMO1 protein-protein interactions, primary screen, biochemical, uHTS; Small ubiquitin-related modifier 1 (Homo sapiens), P63165; SUMO1 binding to a labelled peptide, TR-FRET, 1 h; inhibition, % at 20 µM; hit rate 0.33% among 360,000; in the data active = inhibition above about 37%
Target sequence (P63165 whole entry, looked up): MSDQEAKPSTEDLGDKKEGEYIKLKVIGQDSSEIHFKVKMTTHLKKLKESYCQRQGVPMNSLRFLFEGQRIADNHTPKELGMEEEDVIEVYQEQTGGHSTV
Scp1 inh: Scp-1 phosphatase inhibitors, primary screen, biochemical, colorimetric, uHTS; inhibition, % at 20 µM; AID 493091, 2011; hit rate 0.88% among 340,000; Carboxy-terminal domain RNA polymerase II polypeptide A small phosphatase 1 (Homo …; Recombinant Scp1, phosphopeptide, malachite green phosphate absorbance;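 active = inhibition above about 50% at 20 µM, limit read from the data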;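 note: plate controls were DMSO wells with enzyme for no effect and wells lacking enzyme for full effect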
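Test system: SCP-1 phosphatase catalytic domain, residues 76-261 | Compound dosing: One concentration, 20 µM, with 1.0% DMSO | Schedule: 45 min room-temperature reaction, 5 min colour, 30 min stabiliser | Detection: Absorbance at 630 nm | Read-out basis: % inhibition of SCP-1 phosphate liberation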
DNMT1 block: human DNMT1 methyltransferase inhibitors, primary screen, biochemical, molecular beacon, fluorescence, HinP1I cleavage, uHTS; inhibition (reported as % activation of signal), % at 10 µM; hit rate 0.83% among 360,000; AID 588458, 2011; in the data active = inhibition above about 50%
* = called active by the depositor.

For O=c1cc(-c2ccccc2)oc2cc(OCc3ccccc3)cc(O)c12 the results were eLon inh 0, MsrA inh -0.2, MsrA act -2, LMPTP block 4.6, STEP block 3, Tb MetRS inh -0.5, CendR NRP1 mod 4, SUMO1 PPI mod 1, Scp1 inh -15 and DNMT1 block -1.
`COc1ccc(CNC(=O)CCCn2nc(C)c3c(C)n(-c4ccccc4)nc3c2=O)cc1` gave eLon inh -3, MsrA inh -1.1, MsrA act -1, LMPTP block -0.7, STEP block 1, Tb MetRS inh 0.3, CendR NRP1 mod -4, SUMO1 PPI mod 5, Scp1 inh -2 and DNMT1 block -1.
`CC(O)(P(=O)(O)O)P(=O)(O)O` gave eLon inh -5, MsrA inh -0.7, MsrA act -2, LMPTP block -2.7, STEP block -1, Tb MetRS inh -0.2, CendR NRP1 mod -84, SUMO1 PPI mod -24, Scp1 inh -4 and DNMT1 block 7.
Screening CCNC(=O)C1(C)CCCN(C(=O)c2cc(OC)ccc2Br)C1 (centres undefined) returned eLon inh -1, MsrA inh 0.5, MsrA act -5, LMPTP block -1.5, STEP block 2, Tb MetRS inh -0.5, CendR NRP1 mod 9, SUMO1 PPI mod -9 and DNMT1 block 2.
COc1cc(NC(=O)CN2CCC(C(N)=O)(N3CCCCC3)CC2)c(OC)cc1Cl was read as eLon inh -10, MsrA inh -0.8, MsrA act -10, LMPTP block -0.8, STEP block -6, Tb MetRS inh 0.1, CendR NRP1 mod 2, SUMO1 PPI mod 3, Scp1 inh -2 and DNMT1 block 1.
Screening COc1cc(C(C(=O)NC2CCCC2)N(C(=O)c2snc(C(N)=O)c2N)C2CCCC2)cc(OC)c1OC (centres undefined) returned eLon inh 1, MsrA inh 1.0, MsrA act -2, LMPTP block -0.4, STEP block 0, Tb MetRS inh -0.4, CendR NRP1 mod 3, SUMO1 PPI mod -6, Scp1 inh -4 and DNMT1 block -1.
For CSc1nsc(NC(=O)OCc2ccc(Cl)cc2)n1 the results were eLon inh -2, MsrA inh 0.6, MsrA act -3, LMPTP block 0.3, STEP block 2, Tb MetRS inh 0.1, CendR NRP1 mod 0, SUMO1 PPI mod 8, Scp1 inh 4 and DNMT1 block 1.
`Cc1noc(C)c1CSc1ccccc1C(=O)O` gave eLon inh -11, MsrA inh 0.3, MsrA act -2, LMPTP block -1.3, STEP block 0, Tb MetRS inh 0.2, CendR NRP1 mod 2, SUMO1 PPI mod 8, Scp1 inh -2 and DNMT1 block 4.
For O=C(Nc1ccc(NS(=O)(=O)c2ccccc2)cc1)c1ccc(Cl)cc1 the results were eLon inh 3, MsrA inh 0.1, MsrA act -9, LMPTP block 0.1, STEP block -1, Tb MetRS inh -0.8, CendR NRP1 mod 4, SUMO1 PPI mod -4, Scp1 inh 5 and DNMT1 block 2.
`Fc1cccc(F)c1/C=N/Nc1ccccn1` gave eLon inh -3, MsrA inh 4.0, MsrA act -7, LMPTP block 0.5, STEP block 0, Tb MetRS inh -0.7, CendR NRP1 mod 2, SUMO1 PPI mod -11, Scp1 inh 1 and DNMT1 block -6.
Screening COc1ccc(N(CC(=O)NCCSCc2ccco2)S(=O)(=O)c2ccccc2)cc1Cl returned eLon inh 1, MsrA inh -0.1, MsrA act -2, LMPTP block 4.6, STEP block 1, Tb MetRS inh -0.1, CendR NRP1 mod 1, SUMO1 PPI mod 5, Scp1 inh -7 and DNMT1 block 0.
For CC(NC(=O)CCc1nnc(C2(c3ccc(Cl)cc3)CCC2)o1)C1CC1 (centres undefined) the results were eLon inh -5, MsrA inh -0.7, MsrA act -4, LMPTP block -1.5, STEP block -1, Tb MetRS inh -0.4, CendR NRP1 mod 7, SUMO1 PPI mod 0, Scp1 inh -7 and DNMT1 block 0.
`CC(C(=O)N1CCN(Cc2ccc3c(c2)OCO3)CC1)c1ccc([N+](=O)[O-])cc1` (centres undefined) gave eLon inh -7, MsrA inh 0.5, MsrA act -6, LMPTP block -0.6, STEP block -1, Tb MetRS inh -0.4, CendR NRP1 mod 13, SUMO1 PPI mod -13, Scp1 inh -3 and DNMT1 block 0.
For C#CC1CN(Cc2ccccc2)CC(C#C)N1C (centres undefined) the results were eLon inh -1, MsrA inh 0.9, MsrA act -3, LMPTP block -3.3, STEP block 0, Tb MetRS inh 0.2, CendR NRP1 mod 14, SUMO1 PPI mod 3, Scp1 inh -3 and DNMT1 block 2.
`NC(=S)Nc1cccc(F)c1` gave eLon inh -11, MsrA inh 0.0, MsrA act -1, LMPTP block -0.5, STEP block 1, Tb MetRS inh -0.4, CendR NRP1 mod 9, SUMO1 PPI mod 0, Scp1 inh -1 and DNMT1 block 0.

A section from the list above, as a working copy:
`CC(C(=O)N1CCN(Cc2ccc3c(c2)OCO3)CC1)c1ccc([N+](=O)[O-])cc1` (centres undefined) gave eLon inh -7, MsrA inh 0.5, MsrA act -6, LMPTP block -0.6, STEP block -1, Tb MetRS inh -0.4, CendR NRP1 mod 13, SUMO1 PPI mod -13, Scp1 inh -3 and DNMT1 block 0.
For C#CC1CN(Cc2ccccc2)CC(C#C)N1C (centres undefined) the results were eLon inh -1, MsrA inh 0.9, MsrA act -3, LMPTP block -3.3, STEP block 0, Tb MetRS inh 0.2, CendR NRP1 mod 14, SUMO1 PPI mod 3, Scp1 inh -3 and DNMT1 block 2.
`NC(=S)Nc1cccc(F)c1` gave eLon inh -11, MsrA inh 0.0, MsrA act -1, LMPTP block -0.5, STEP block 1, Tb MetRS inh -0.4, CendR NRP1 mod 9, SUMO1 PPI mod 0, Scp1 inh -1 and DNMT1 block 0.

Additional entries follow:
`CSc1nc2ncc(C#N)cn2n1` gave eLon inh -5, MsrA inh 2.2, MsrA act -4, LMPTP block -0.3, STEP block 0, Tb MetRS inh -0.4, CendR NRP1 mod 12, SUMO1 PPI mod 0, Scp1 inh -3 and DNMT1 block 2.
O=C(Cc1ccc(Cl)cc1)NNC(=O)c1ccco1 was read as eLon inh -9, MsrA inh 0.0, MsrA act -7, LMPTP block -3.0, STEP block -1, Tb MetRS inh -0.4, CendR NRP1 mod -5, SUMO1 PPI mod -2, Scp1 inh -5 and DNMT1 block 2.
Screening CCOC(=O)NC(=O)/C(C#N)=N\Nc1ccc(Cl)cc1 returned eLon inh -4, MsrA inh 3.6, MsrA act -4, LMPTP block -1.3, STEP block -2, Tb MetRS inh -0.4, CendR NRP1 mod -10, SUMO1 PPI mod -3, Scp1 inh -7 and DNMT1 block 1.
Screening CC(C)c1ccc(NC2CCCN(C(=O)c3ccnn3C)C2)cc1 (centres undefined) returned eLon inh 4, MsrA inh -0.6, MsrA act -5, LMPTP block -0.5, STEP block 1, Tb MetRS inh -0.3, CendR NRP1 mod 16, SUMO1 PPI mod -1, Scp1 inh -8 and DNMT1 block 0.
Screening COCCCNC(=S)Nc1ccccc1[N+](=O)[O-] returned eLon inh 4, MsrA inh 0.1, MsrA act -4, LMPTP block 0.3, STEP block 2, Tb MetRS inh -0.2, CendR NRP1 mod 5, SUMO1 PPI mod -15, Scp1 inh -1 and DNMT1 block 0.
`CCC(CC)c1nnc(NC(=O)COc2ccc3c(c2)OCO3)s1` gave eLon inh -4, MsrA inh 1.2, MsrA act 7, LMPTP block 2.6, STEP block 11, Tb MetRS inh 0.1, CendR NRP1 mod 8, SUMO1 PPI mod 7, Scp1 inh 1 and DNMT1 block -6.
CC(O)CN=c1cc(-c2ccccc2)oc2ccc(Cl)cc12 (centres undefined) was read as eLon inh -2, MsrA inh 2.9, MsrA act 0, LMPTP block -0.5, STEP block 1, Tb MetRS inh -0.1, CendR NRP1 mod 12, SUMO1 PPI mod -10, Scp1 inh 0 and DNMT1 block 1.
Screening Cc1ccc(S(=O)(=O)NCCC(=O)NNC(=O)COc2ccc(Br)cc2)cc1C returned eLon inh -2, MsrA inh -0.2, MsrA act 0, LMPTP block -0.4, STEP block -5, Tb MetRS inh -0.2, CendR NRP1 mod 6, SUMO1 PPI mod 0, Scp1 inh -10 and DNMT1 block 1.
COc1cc(N(C(C)=O)c2ccc(O)cc2)c2ncccc2c1 was read as eLon inh -8, MsrA inh 1.4, MsrA act -3, LMPTP block 2.0, STEP block -6, Tb MetRS inh 0.0, CendR NRP1 mod -1, SUMO1 PPI mod 6 and DNMT1 block -30.
`CN(C)c1cccc(C(=O)OCC(=O)Nc2ccccc2Sc2ccccc2)c1` gave eLon inh 6, MsrA inh 0.7, MsrA act -4, LMPTP block 2.6, STEP block -1, Tb MetRS inh -0.6, CendR NRP1 mod 11, SUMO1 PPI mod 0, Scp1 inh -4 and DNMT1 block 0.
`O=C(COC(=O)c1ccc(O)cc1)Nc1cccc(S(=O)(=O)NC2=NCCC2)c1` gave eLon inh 4, MsrA inh 0.6, MsrA act -3, LMPTP block -1.1, STEP block 1, Tb MetRS inh -0.2, CendR NRP1 mod -5, SUMO1 PPI mod 7, Scp1 inh -2 and DNMT1 block -2.
`COc1ccc(OC(C)C(=O)NC(C)c2ccccc2)cc1` (centres undefined) gave eLon inh 2, MsrA inh -1.8, MsrA act 1, LMPTP block -0.5, STEP block 2, Tb MetRS inh -0.9, CendR NRP1 mod 5, SUMO1 PPI mod 1, Scp1 inh 5 and DNMT1 block 3.

Screens deposited in PubChem by several laboratories.
